High-throughput results as filed in PubChem BioAssay.
ABHD4 inh: ABHD4 (mouse) inhibition, primary FP screen. Q8VD66. purified mABHD4, FP-Rh probe fluorescence polarization. inhibition, % at 8.92 µM. 370,000 compounds, 0.54% hits;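 active = inhibition exceeding the mean over every tested compound plus 3 SD, cut at about 30% in these data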;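 also: 0% = plate median of compound wells and 100% = S159A mutant with DMSO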
Target sequence (Q8VD66 whole entry, looked up): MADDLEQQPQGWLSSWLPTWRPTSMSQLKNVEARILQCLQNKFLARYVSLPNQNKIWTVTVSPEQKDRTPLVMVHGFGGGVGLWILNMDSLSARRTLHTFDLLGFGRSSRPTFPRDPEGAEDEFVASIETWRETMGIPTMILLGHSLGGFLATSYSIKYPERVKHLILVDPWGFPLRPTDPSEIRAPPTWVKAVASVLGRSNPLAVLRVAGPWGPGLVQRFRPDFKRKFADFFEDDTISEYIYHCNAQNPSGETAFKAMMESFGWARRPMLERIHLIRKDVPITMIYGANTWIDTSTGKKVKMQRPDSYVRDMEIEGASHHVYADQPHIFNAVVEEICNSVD
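Test system: mouse ABHD4 enzyme, wild type. Reagent: FP-Rh fluorescent activity-based probe, added after compound pre-incubation. Timing: pre-incubation 45 min, probe exposure 60 min, at 25 °C. Technique: FP readout, ex 525 nm / em 598 nm. Benchmarks: high control S159A mutant with DMSO, low control median of compound wells.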
rCAG binder: molecules binding r(CAG) RNA repeats; r(CAG) RNA repeat, TO-PRO-1 dye displacement fluorescence; inhibition, % at 3 µM; 370,000 compounds, 1.3% hits; AID 651821;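 active = inhibition above the plate cutoff, the mean of all test compounds on that plate plus 3 SD, cut at about 35% in these data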;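 also: 0% = DMSO alone and 100% = 100 µM mitoxantrone as full dye displacement; higher means more dye released from RNA so lower well fluorescence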
HTRA1 inhibitor: HTRA1 (human) protease inhibition | recombinant HTRA1, FP-rhodamine activity-based probe, fluorescence polarization | inhibition, % at 5.96 µM | 340,000 compounds, 0.5% hits; in the data active = inhibition above about 36%;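 also: 0% = enzyme with DMSO and 100% = wells lacking enzyme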
Rev-erbA mod: modulates human Rev-erb alpha binding to DNA. 370,000 compounds, 0.79% hits. activity, % at 10 µM. Rev-erbα–FITC-DNA binding, fluorescence polarization, 90 min;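 active = activity above about 14%, limit read from the data; passing the limit was not always enough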;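 also: 0% = DMSO wells with 35 nM protein and 100% = DMSO wells with 750 nM protein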
Target sequence (P20393 whole entry, looked up): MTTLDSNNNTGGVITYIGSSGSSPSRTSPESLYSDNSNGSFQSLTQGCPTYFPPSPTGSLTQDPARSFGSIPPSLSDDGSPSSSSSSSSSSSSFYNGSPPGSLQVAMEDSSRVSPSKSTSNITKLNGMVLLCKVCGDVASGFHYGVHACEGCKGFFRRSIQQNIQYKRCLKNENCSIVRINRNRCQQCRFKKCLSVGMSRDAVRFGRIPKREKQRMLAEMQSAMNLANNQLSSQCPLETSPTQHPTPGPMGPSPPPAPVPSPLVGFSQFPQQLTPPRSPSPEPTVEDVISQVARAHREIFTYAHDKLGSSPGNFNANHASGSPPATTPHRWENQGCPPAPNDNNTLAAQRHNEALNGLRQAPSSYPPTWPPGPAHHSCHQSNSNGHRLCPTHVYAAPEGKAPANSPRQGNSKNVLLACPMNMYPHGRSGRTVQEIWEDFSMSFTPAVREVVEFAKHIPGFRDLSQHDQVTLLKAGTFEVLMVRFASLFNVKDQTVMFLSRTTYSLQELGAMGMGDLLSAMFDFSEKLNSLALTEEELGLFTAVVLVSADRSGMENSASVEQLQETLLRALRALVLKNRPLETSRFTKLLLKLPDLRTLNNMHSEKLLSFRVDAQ
GC-B act: GC-B (human) receptor activation; P20594; HEK293-GC-B cells, CNP EC30, cGMP TR-FRET; 0% at EC30 CNP, 100% saturating CNP; activation, % at 10 µM; 370,000 compounds, 0.11% hits;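 active = activation at 10 µM reaching about 35% in either raw or pattern-adjusted values, limit read from the data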
ARFGAP1 inhibitor: inhibitors of rat ARFGAP1 | Q62848 | Arfgap1-stimulated ARF1 GTP hydrolysis, GDP FP detection | inhibition, % at 16.5 µM | 360,000 compounds, 0.26% hits;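 active = inhibition above a per-plate limit, mean inhibition of low control wells plus 3 SD, cut at about 25% in these data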;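 also: 0% = DMSO wells with enzyme and 100% = wells lacking Arfgap1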
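Material: rat Arfgap1 catalytic domain, aa 1-136; also added: human ARF1(Δ1-17)-GTP substrate; compound dosing: one concentration, 16.5 µM, DMSO 1.26%; incubation: GTP hydrolysis reaction 2 h at 25 °C; measured by: Tracer-displacement fluorescence polarization with EDTA stop, 620/688 nm; evaluation: % inhibition from polarization; repeats: one replicate per compound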
PG9 binder: binds the HIV-1 gp120 antibody PG9. TR-FRET gp120-PG9 antibody binding. 360,000 compounds, 0.43% hits. inhibition, % at 6.7 µM; in the data active = inhibition above about 8.5%
SMARCA2 act: activators of SMARCA2 function; 370,000 compounds, 1% hits; activation, % at 9.1 µM; MG213 cells, MMTV-luciferase reporter, dexamethasone, overnight; AID 652017; in the data active = activation above about 7.8%;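 also: 0% = vehicle wells and 100% = reference activator wells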
GC-A act: GC-A (human) enzyme activation; P16066; HEK293 GC-A cells, cGMP TR-FRET, EC30 ANP; 0% at EC30 ANP, 100% saturating ANP; activation, % at 10 µM; 370,000 compounds, 0.14% hits; in the data active = activation above about 40%
ASAP1 GAP inh: inhibitors of human ASAP1 ArfGAP activity | inhibition, % at 16.5 µM | AID 624377 | ASAP1-stimulated ARF1 GTP hydrolysis, GDP FP detection | 360,000 compounds, 0.19% hits | Q9ULH1; in the data active = inhibition above about 25%;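 also: 0% = vehicle with enzyme and substrate and 100% = no enzyme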
Starred values were filed as active, the others as inactive; x = not tested or not shown. Not a hit list. Share with any hit: about 4.4%.

Sample of the layout (two entries):
SMILES	ABHD4 inh	rCAG binder	HTRA1 inhibitor	Rev-erbA mod	GC-B act	ARFGAP1 inhibitor	PG9 binder	SMARCA2 act	GC-A act	ASAP1 GAP inh
C=CCNC(=S)N1CCN(CCNC2=CC(=O)CC(C)(C)C2)CC1	-4	-3	2	-6	5	7	-4.3	-3	1	2
COc1ccccc1NC(=O)Cn1cnc2c(nnn2-c2ccc(C)cc2)c1=O	-2	4	3	-3	-2	-3	-1.7	2	0	4

The whole of this part, repeating the preview:
SMILES	ABHD4 inh	rCAG binder	HTRA1 inhibitor	Rev-erbA mod	GC-B act	ARFGAP1 inhibitor	PG9 binder	SMARCA2 act	GC-A act	ASAP1 GAP inh
C=CCNC(=S)N1CCN(CCNC2=CC(=O)CC(C)(C)C2)CC1	-4	-3	2	-6	5	7	-4.3	-3	1	2
COc1ccccc1NC(=O)Cn1cnc2c(nnn2-c2ccc(C)cc2)c1=O	-2	4	3	-3	-2	-3	-1.7	2	0	4
CCOc1ccc(NC(=O)CCN2C(=O)c3cccc([N+](=O)[O-])c3C2=O)cc1	6	2	-5	-2	-1	-9	-0.3	-1	-4	0
O=C1c2cccnc2C(O)N1Cc1ccc(F)cc1 (stereo unspecified)	-5	-1	-1	-5	1	-13	-1.8	1	0	-8
CCOC(=O)C1=CCN(S(=O)(=O)c2ccccc2Cl)C1c1ccccc1 (stereo unspecified)	-5	4	x	-4	0	8	1.3	-1	-4	-9
CC1CCCN(C(=O)c2cc3c(=O)n4ccccc4nc3s2)C1 (stereo unspecified)	-3	-4	-4	1	4	0	-0.5	3	9	-12
C/C(=N\NC(=O)CN1CCCCC1)c1ccccc1O	3	-2	3	-3	-1	10	-0.4	0	-3	-1
COc1ccc([C@H]2N[C@]3(CCCN(CC4CCCCC4)C3=O)[C@H]3C(=O)N(C)C(=O)[C@@H]23)cc1	3	-1	1	4	2	8	-2.2	-5	3	4
Cc1ccc(NC(=O)NCc2ccccn2)cc1Cl	2	-3	0	-5	1	4	-2.5	1	1	-3
O=C(O)c1cc2nc(-c3ccccc3)cc(-c3ccccc3)n2n1	2	5	-5	-3	-11	-2	1.5	0	-1	7
COc1ccc(S(=O)(=O)N2CCC(C)CC2)cc1Br	-7	-2	-14	1	0	7	-0.9	-5	0	-9
COc1ccccc1NS(=O)(=O)c1cc(NC(=O)CNC(=O)c2cc(C)cc(C)c2)ccc1C	-15	10	-53	-3	2	-6	0.0	-2	-2	15
COc1ccc(C(c2sc3nc(C)nn3c2O)N2CCC3(CC2)OCCO3)cc1 (stereo unspecified)	7	-8	4	5	4	-3	-0.6	0	-3	-5
COc1ccc(-c2nnn(CC(=O)N(CC(=O)NCCC(C)C)c3ccccc3)n2)cc1OC	-4	-3	-5	5	-2	8	-2.1	-1	1	-2
CCOc1ccc(C(=O)O)cn1	8	1	0	-3	3	4	2.2	0	3	11
Cc1ccc(C)c(NC2=NS(=O)(=O)c3ccccc32)c1	-2	0	4	-6	4	4	0.6	-2	-1	4
COC(=O)c1ccc(-n2cncn2)c(F)c1	1	-1	2	0	2	-6	1.1	-3	1	6
CCc1nc(CNC(=O)C2CCC(=O)N(CCc3ccc(OC)cc3)C2)cs1 (stereo unspecified)	-2	-7	0	0	-5	5	-1.5	-2	-2	3
C=CCNC(=O)c1cc(Cl)ccc1[N+](=O)[O-]	-1	-2	2	0	1	3	1.8	-1	0	-3
CCCCOC(=O)Cn1c(=O)oc2ccc(C)cc21	-3	-2	-1	-4	3	15	1.9	-2	2	4
O=C(NNC(=O)C1CCN(S(=O)(=O)c2ccc(Cl)cc2)CC1)c1ccc(Cl)cc1	0	-1	5	-13	2	-2	-0.2	0	0	-4
CC(C)(C)Nc1nc(N)nc(Cl)n1	-2	-2	-1	-3	-1	0	-1.1	-4	2	6
Cc1c(C(=O)O)sc2ncnc(N3CCCCC3C)c12 (stereo unspecified)	0	7	4	1	-4	6	2.5	1	2	-1
Cc1csc(-c2cc(C(=O)NCc3cc(C(F)(F)F)cc(C(F)(F)F)c3)n[nH]2)c1	-6	3	x	-6	5	4	-0.5	0	7	12
Oc1c(Br)cc(Br)cc1CNc1cnc2ccccc2c1	-24	18	2	4	-3	0	3.7	0	-10	-1
COc1cc(C2C(C(=O)c3cccs3)=C(O)C(=O)N2c2cc(C)on2)ccc1O (stereo unspecified)	0	7	3	-5	2	-8	-0.2	-7	1	5
Cn1cc(CNC(=O)c2ccc3nc(Cc4ccccc4F)oc3c2)cn1	3	-7	3	5	-3	1	0.4	2	2	-21
O=C(O)c1cccc(S(=O)(=O)Nc2ccc(O)cc2Sc2nc3ccccc3s2)c1	9	10	1	-3	0	11	-1.9	-1	4	5
CCOc1ccccc1NC(=O)CN(c1ccc(OC)cc1OC)S(=O)(=O)c1ccccc1[N+](=O)[O-]	-12	12	-27	5	-4	14	-1.2	-1	-7	5
COC(=O)C1=NN(C(=O)c2ccc(Br)cc2)C(O)(C(C)(C)C)C1 (stereo unspecified)	6	-1	18	3	-5	-1	-0.6	4	2	4
COc1cc(C)ccc1OCCOc1c(C)cc(Cl)cc1Cl	-1	-1	-3	-4	-4	-2	-1.4	2	-6	-2
CNC[C@@H]1Oc2c(NC(=O)Nc3ccccc3)cccc2C(=O)N([C@@H](C)CO)C[C@H]1C	1	3	-2	0	2	0	-0.6	0	0	-7
COc1ccc(CCNC(=O)CCN2C(=O)COc3ccc(C)cc32)cc1OC	6	-5	3	-2	6	8	-0.8	-3	3	2
O=C(O)C1Cc2ccccc2CN1C(=O)c1ccccc1Cl (stereo unspecified)	4	5	10	-1	3	-2	-1.1	1	2	-4
O=C(CN1C(=O)/C(=C2\SC(=S)N(C3CCS(=O)(=O)C3)C2=O)c2ccccc21)Nc1ccccc1 (stereo unspecified)	-1	12	-3	-2	3	2	-2.8	-2	-2	8
CC(C)C[C@@H]1CN(CCCC[C@H]2CNC(=O)C(=O)N2CCC2CCCCC2)C(=O)C(=O)N1CCc1ccc(O)cc1	-1	0	x	1	3	-10	-0.1	3	0	-3
Cc1cc(NC(=O)CN2C(=O)NC(C)(c3ccc(Cl)cc3)C2=O)no1 (stereo unspecified)	-6	-1	2	0	5	-1	1.5	-4	5	9
O=C(c1cccc(F)c1F)N1CCCC(c2nc(-c3cccs3)no2)C1 (stereo unspecified)	-2	-1	x	1	-2	x	x	4	-2	x
COc1ccc(CN2C(=O)NC3(CCCC3)C2=O)cc1F	4	-3	1	0	-3	-6	-2.0	-4	2	-9
O=C1N=C(N2CCCCC2)S/C1=C\c1ccccc1F	8	-1	0	0	-4	7	-3.9	1	0	5
CCOC(=O)C1(C)CCCN(C(=O)c2ccc(OC(F)F)cc2)C1 (stereo unspecified)	8	-1	x	-4	-2	-1	-0.7	-1	1	-3
O=C(O)c1ccccc1OCCN1CCCC1=O	1	2	4	1	-3	2	2.1	-1	0	2
CNC(=S)NC12CC3CC(CC(C3)C1)C2	4	2	9	x	x	-2	1.0	1	x	-10
NNC(=O)c1ccc(COc2cccc3ccccc23)cc1	2	7	-15	8	5	1	1.3	-2	-2	0
COC(=O)C1C(=O)N(S(=O)(=O)c2ccc([N+](=O)[O-])cc2)c2ccccc21 (stereo unspecified)	3	3	x	7	-1	-6	-7.0	-3	0	1
CNc1ccc([N+](=O)[O-])cc1C(=O)O	0	-1	4	-1	0	3	0.3	6	-1	10
CCCCC(SCC(=O)Nc1ccccc1)C(=O)O (stereo unspecified)	4	1	-1	0	-2	-15	0.4	3	-1	2
NC(=O)C1(N2CCCCC2)CCN(C(=S)Nc2ccc(F)c(Cl)c2)CC1	5	-2	0	13*	1	7	-2.2	0	3	-1
N#Cc1cc(-c2ccccc2)nnc1Oc1ccccc1	7	0	-11	8	-2	8	1.6	0	2	-2
COc1ccc(C(=O)C2CCN(C(=O)c3ccc(F)cc3)CC2)cc1	2	-1	-6	0	2	15	1.6	-3	2	-9

Complete entries as entered above.
COc1ccc(C(=O)C2CCN(C(=O)c3ccc(F)cc3)CC2)cc1 in the list: ABHD4 inh: 2; rCAG binder: -1; HTRA1 inhibitor: -6; Rev-erbA mod: 0; GC-B act: 2; ARFGAP1 inhibitor: 15; PG9 binder: 1.6; SMARCA2 act: -3; GC-A act: 2; ASAP1 GAP inh: -9
COC(=O)C1C(=O)N(S(=O)(=O)c2ccc([N+](=O)[O-])cc2)c2ccccc21 (stereo unspecified) in the list: ABHD4 inh: 3; rCAG binder: 3; HTRA1 inhibitor: x; Rev-erbA mod: 7; GC-B act: -1; ARFGAP1 inhibitor: -6; PG9 binder: -7.0; SMARCA2 act: -3; GC-A act: 0; ASAP1 GAP inh: 1
O=C(O)c1ccccc1OCCN1CCCC1=O in the list: ABHD4 inh: 1; rCAG binder: 2; HTRA1 inhibitor: 4; Rev-erbA mod: 1; GC-B act: -3; ARFGAP1 inhibitor: 2; PG9 binder: 2.1; SMARCA2 act: -1; GC-A act: 0; ASAP1 GAP inh: 2

An excerpt of these results, with values under each structure.
Screens in order: ABHD4 inh | rCAG binder | HTRA1 inhibitor | Rev-erbA mod | GC-B act | ARFGAP1 inhibitor | PG9 binder | SMARCA2 act | GC-A act | ASAP1 GAP inh
> CNC(=S)NC12CC3CC(CC(C3)C1)C2
    4 | 2 | 9 | x | x | -2 | 1.0 | 1 | x | -10
> NNC(=O)c1ccc(COc2cccc3ccccc23)cc1
    2 | 7 | -15 | 8 | 5 | 1 | 1.3 | -2 | -2 | 0
